Bioassay records from PubChem BioAssay.
Tcruzi prolif: T. cruzi intracellular proliferation inhibitors, primary screen, cell-based, beta-gal Tulahuen parasites, NIH3T3 host, luminescence; 77,000 compounds, 5.9% hits; T. cruzi beta-gal in NIH3T3, GalScreen luminescence, 90 h; inhibition, % at 8.34 µM;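 active = mean inhibition above about 93%, with at least 55% of replicates each passing it, limit read from the data, passing the limit was not always enough; inconclusive = only one of those two conditions holds; inactive = neither condition holds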
C diff growth: C. difficile growth inhibitors, primary screen, HTS; 86,000 compounds, 0.25% hits; Clostridium difficile clinical isolate growth, OD600, 24 h; hits give low values; AID 1259249, 2017; growth activity, negative = inhibition, % at 16 µg/mL (by protocol);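 active = mean growth activity at or below -80% and every replicate also at or below -80%; inconclusive = mean at or below -80% but some replicate above -80%; inactive = mean growth activity above -80%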;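 also: 0% = DMSO wells and -100% = levofloxacin 16 µg/mL wells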
Pf Dd2 growth: P. falciparum Dd2 growth inhibitors, primary screen, SYBR Green fluorescence, single dose replicates. 72 h; hits give low values. activity change, % at 10 µM. 94,000 compounds, 2.3% hits. AID 1159554, 2015; in the data active = activity change below about -80%; inconclusive = no clear call, values can overlap the other calls
KDM4C inh: inhibitors of GASC-1 (KDM4C) histone demethylase, primary screen, biochemical, single concentration HTS; Lysine-specific demethylase 4C (Homo sapiens), Q9H3R0; GST-KDM4C 2-372, H3K9me3 peptide, LANCE TR-FRET; inhibition, % at 12.5 µM; 96,000 compounds, 0.15% hits;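 active = mean replicate inhibition above about 25%, with at least 55% of replicates also reaching it, limit read from the data, passing the limit was not always enough; inconclusive = only one of those two conditions met; inactive = neither condition met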
Target sequence (Q9H3R0 2-372 limits assumed): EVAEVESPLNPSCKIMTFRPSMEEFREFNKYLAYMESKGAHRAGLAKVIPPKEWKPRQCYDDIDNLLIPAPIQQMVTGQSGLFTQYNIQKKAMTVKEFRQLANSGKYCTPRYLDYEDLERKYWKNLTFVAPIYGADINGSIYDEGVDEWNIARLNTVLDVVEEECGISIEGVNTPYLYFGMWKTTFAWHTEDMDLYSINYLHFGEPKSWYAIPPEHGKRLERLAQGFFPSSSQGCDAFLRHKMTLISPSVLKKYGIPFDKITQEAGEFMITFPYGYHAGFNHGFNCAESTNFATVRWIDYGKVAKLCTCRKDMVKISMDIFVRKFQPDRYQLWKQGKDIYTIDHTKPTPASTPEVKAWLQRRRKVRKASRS
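System: N-terminal GST-fused human GASC-1 (KDM4C) fragment, residues 2-372 / Amount: 10 nM GST-KDM4C in enzyme reaction / Also added: H3K9me3 peptide with Fe(II)/2OG / Times: 30 min demethylation and 1 h detection at room temperature / Signal: LANCE TR-FRET / Read-out basis: Fall in 671/618 emission ratio as inhibition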
* = called active by the depositor; ? = inconclusive; . = no result given; & = joins results of further samples.

SMILES	Tcruzi prolif	C diff growth	Pf Dd2 growth	KDM4C inh
COc1ccccc1NC(=O)N[C@H]1C=C[C@@H](CC(=O)N[C@H](C)c2ccccc2)O[C@H]1CO	-42	.	5	-0.1
C[C@H](CO)N1C[C@H](C)[C@H](CN(C)C(=O)Nc2ccc3c(c2)OCO3)Oc2ccc(NC(=O)Cc3cn(C)c4ccccc34)cc2CC1=O	18	-3	-32	-2.0
Cc1ccc(S(=O)(=O)NCC[C@H]2CC[C@H](NC(=O)CCN3CCCCC3)[C@H](CO)O2)cc1	-127	0	3	-0.7
CO[C@H]1CN(C)C(=O)c2ccc(NC(=O)c3nc4ccccc4s3)cc2OC[C@H](C)NC[C@H]1C	-17	.	-24	0.4
O=C(C[C@@H]1CC[C@H]2[C@@H](COC[C@H](O)CN2Cc2cc(F)ccc2F)O1)NCc1ccc(F)cc1	10	.	1	1.4
C[C@H](CO)N1C[C@H](C)[C@H](CN(C)S(=O)(=O)c2ccc(F)cc2)Oc2cc(C3=CCCCC3)ccc2S1(=O)=O	118*	18	-64	-1.1
CCC(=O)N[C@@H]1CC[C@@H](CCNS(=O)(=O)c2ccc(Cl)cc2)O[C@H]1CO	.	-2	5	0.0
C[C@H](CO)N1C[C@H](C)[C@@H](CN(C)C(=O)CN(C)C)Oc2cc(C#C[C@@H](C)O)ccc2S1(=O)=O	4	1	36	0.6
COCC#Cc1ccc2c(c1)O[C@@H](CN(C)C(=O)c1ccccc1)[C@H](C)CN([C@@H](C)CO)S2(=O)=O	51	-4	-48	0.1
C[C@@H]1CCCCO[C@@H](CN(C)Cc2ccncc2)[C@@H](C)CN([C@@H](C)CO)C(=O)c2cc(NC(=O)CCCN(C)C)ccc2O1	12	-2	.	4.6
C[C@@H]1CN([C@H](C)CO)C(=O)c2cccc(NS(=O)(=O)c3cccs3)c2O[C@H]1CN(C)Cc1ccccc1	1	-2	7	-0.1
C[C@H]1CCCCO[C@H](CN(C)C)[C@@H](C)CN([C@@H](C)CO)C(=O)c2cc(NC(=O)Nc3ccccc3)ccc2O1	-11	-3	-15	-0.1

Compound profiles (already shown). Order of screens: Tcruzi prolif	C diff growth	Pf Dd2 growth	KDM4C inh
Record of `C[C@@H]1CCCCO[C@@H](CN(C)Cc2ccncc2)[C@@H](C)CN([C@@H](C)CO)C(=O)c2cc(NC(=O)CCCN(C)C)ccc2O1` : 12	-2	.	4.6
Record of `CO[C@H]1CN(C)C(=O)c2ccc(NC(=O)c3nc4ccccc4s3)cc2OC[C@H](C)NC[C@H]1C` : -17	.	-24	0.4

Next part
SMILES	Tcruzi prolif	C diff growth	Pf Dd2 growth	KDM4C inh
C[C@@H]1CN([C@@H](C)CO)C(=O)c2cc(NS(=O)(=O)c3ccc(F)cc3)ccc2O[C@@H](C)CCCCO[C@@H]1CN(C)Cc1ccccc1	105*	-7	-55	-0.2
C[C@H](CO)N1C[C@H](C)[C@H](CN(C)CC2CCCCC2)Oc2ncc(-c3ccc(F)cc3)cc2C1=O	77	36	-55	-0.1
CO[C@@H]1CN(C)C(=O)c2cc(NC(=O)c3ccno3)ccc2OC[C@@H](C)N(S(C)(=O)=O)C[C@@H]1C	48	.	-3	1.7
C/C=C/c1ccc([C@@H]2[C@@H](C#N)N(C(=O)NC3CCCCC3)[C@@H]2CO)cc1	79	-5	-18	0.9
C[C@@H]1CN([C@H](C)CO)C(=O)c2cc(NC(=O)Nc3cccc4ccccc34)ccc2O[C@H]1CN(C)S(=O)(=O)c1ccccc1	8	-7	-63	1.5
Cc1noc(C)c1S(=O)(=O)Nc1ccc2c(c1)C(=O)N([C@@H](C)CO)C[C@H](C)[C@H](CN(C)Cc1ccc(C(F)(F)F)cc1)OCCCC[C@H](C)O2	100*	.	-43	0.5
COc1ccc(S(=O)(=O)Nc2ccc3c(c2)C(=O)N([C@@H](C)CO)C[C@@H](C)[C@H](CN(C)S(=O)(=O)c2cccs2)O3)cc1	-37	-1	-28	0.7
O=C(c1ccc2c(c1)OCO2)N1C[C@H]2[C@@H](c3ccccc31)[C@@H](CO)N2Cc1cccnc1	21	4	1	-1.3
N#C[C@@H]1[C@@H](c2ccccc2-c2ccccc2F)[C@@H](CO)N1C(=O)c1ccccn1	.	32	16	-0.8
COCC(=O)N1CCCCN2[C@H](CO)[C@@H](c3ccc(C#Cc4cccnc4)cc3)[C@H]2C1	-32	-10	8	2.1
CN(C)CC(=O)N1CCCCN2[C@@H](CO)[C@H](c3ccc(-c4cccnc4)cc3)[C@@H]2C1	74	5	-64	-0.8
CCNC(=O)C[C@H]1CC[C@H]2[C@H](COc3ccc(NC(=O)Nc4ccc(F)cc4)cc3C(=O)N2C)O1	-22	2	-3	-0.4

Another view of 4 compounds above:
> C[C@@H]1CN([C@@H](C)CO)C(=O)c2cc(NS(=O)(=O)c3ccc(F)cc3)ccc2O[C@@H](C)CCCCO[C@@H]1CN(C)Cc1ccccc1
- Tcruzi prolif: 105*
- C diff growth: -7
- Pf Dd2 growth: -55
- KDM4C inh: -0.2
> CCNC(=O)C[C@H]1CC[C@H]2[C@H](COc3ccc(NC(=O)Nc4ccc(F)cc4)cc3C(=O)N2C)O1
- Tcruzi prolif: -22
- C diff growth: 2
- Pf Dd2 growth: -3
- KDM4C inh: -0.4
> C[C@@H]1CN([C@H](C)CO)C(=O)c2cc(NC(=O)Nc3cccc4ccccc34)ccc2O[C@H]1CN(C)S(=O)(=O)c1ccccc1
- Tcruzi prolif: 8
- C diff growth: -7
- Pf Dd2 growth: -63
- KDM4C inh: 1.5
> COCC(=O)N1CCCCN2[C@H](CO)[C@@H](c3ccc(C#Cc4cccnc4)cc3)[C@H]2C1
- Tcruzi prolif: -32
- C diff growth: -10
- Pf Dd2 growth: 8
- KDM4C inh: 2.1

(next part)
SMILES	Tcruzi prolif	C diff growth	Pf Dd2 growth	KDM4C inh
C[C@@H]1CN([C@H](C)CO)C(=O)c2cc(NC(=O)Cn3cnnn3)ccc2O[C@H]1CN(C)C(=O)NC1CCCCC1	52	0	39	-0.2
COc1ccc(NC(=O)Nc2ccc3c(c2)CC(=O)N([C@H](C)CO)C[C@@H](C)[C@H](CN(C)Cc2ccccc2)O3)cc1	9	-23	-18	0.7
COc1ccccc1CN1[C@@H]2CN(C(=O)C3CC3)c3ccccc3[C@@H]2[C@@H]1CO	31	-7	-20	0.0
O=S(=O)(NC[C@H]1N[C@@H](CO)[C@H]1c1ccc(C2=CCCC2)cc1)c1ccccc1	70	4	-71	-2.2
C[C@@H]1CN([C@@H](C)CO)C(=O)Cc2cc(NS(=O)(=O)c3ccc(Cl)cc3)ccc2O[C@@H]1CN(C)CC1CC1	35	-2	-19	-0.4
CCCN(C)C[C@@H]1Oc2ncc(Br)cc2C(=O)N([C@@H](C)CO)C[C@@H]1C	22	8	-22	1.4
C[C@H]1CN([C@@H](C)CO)C(=O)c2cccc(NC(=O)C3CC3)c2O[C@@H]1CN(C)C(=O)Nc1ccc2c(c1)OCO2	28	-3	9	3.2
C[C@@H](O)C#Cc1ccc([C@@H]2[C@@H](CO)N3CCCCN(S(=O)(=O)Cc4ccccc4)C[C@H]23)cc1	39	-1	-9	0.7
C[C@@H]1CN([C@@H](C)CO)C(=O)CCCn2cc(nn2)CO[C@H]1CN(C)S(=O)(=O)c1cccc(F)c1	1&7	-1	-10&37	0.4
C[C@H](O)C#Cc1ccc2c(c1)O[C@H](CN(C)C(=O)CC1CC1)[C@H](C)CN([C@@H](C)CO)S2(=O)=O	15	0	.	.
C[C@@H]1CN([C@@H](C)CO)C(=O)c2cc(NC(=O)Nc3ccccc3)ccc2O[C@H]1CN(C)S(=O)(=O)c1ccccc1	13	4	7	0.5
C[C@H]1CN([C@@H](C)CO)S(=O)(=O)c2ccc(C#CC3(O)CCCC3)cc2O[C@H]1CN(C)C(=O)c1cccnc1	41	0	-43	0.8
COc1ccc2c3c(n(C)c2c1)[C@H](CO)N(CC1CC1)CC31CCN(S(=O)(=O)c2cccs2)CC1	.	11	-51	.
O=C(NCc1ccc(F)cc1)[C@H]1[C@H](CO)[C@H]2Cn3c(cccc3=O)[C@@H]1N2C(=O)Cc1ccccn1	70	-6	.	-0.5
COCC(=O)N1C[C@@H](C)[C@@H](OC)CN(C)C(=O)c2cc(NS(C)(=O)=O)ccc2OC[C@@H]1C	35	.	0	1.4
C[C@@H]1CCCCO[C@H](CN(C)Cc2ccc(C(F)(F)F)cc2)[C@H](C)CN([C@H](C)CO)C(=O)c2cc(NC(=O)Nc3cccc4ccccc34)ccc2O1	?	-2	-68	-8.6
Cc1ccc(S(=O)(=O)N[C@H]2CC[C@H](CC(=O)NCc3ccc(Cl)c(Cl)c3)O[C@H]2CO)cc1	23	-1	4	-1.8
O=C(C1CCOCC1)N1CC(=O)N2[C@@H](CO)[C@@H](c3ccc(C#CC4CCCC4)cc3)[C@@H]2C1	.	-6	-23	.
O=C(NC1CCCCC1)[C@@H]1[C@@H](CO)[C@@H]2Cn3c(ccc(-c4ccccc4)c3=O)[C@H]1N2	.	2	41	.
CN(C)C(=O)c1ccc(-c2ccc([C@@H]3[C@@H](CO)N(C(=O)C4CCC4)[C@H]3C#N)cc2)cc1	53	0	-29	0.0
CCC(=O)N1[C@H](C(=O)N[C@@H](C)c2ccccc2)[C@@H](CO)[C@@H]2Cn3c(cccc3=O)[C@@H]21	.	-2	6	0.5
O=C(C[C@H]1C=C[C@H](NC(=O)Nc2cccc(F)c2)[C@H](CO)O1)NCC1CCCCC1	-87	.	24	-1.5
CC(C)CC#Cc1ccc2c(c1)O[C@H](CN(C)C(=O)NC1CCCC1)[C@@H](C)CN([C@H](C)CO)S2(=O)=O	79	10	-2	-0.2
CNC(=O)C[C@@H]1CC[C@H]2[C@@H](COC[C@@H](O)CN2C(=O)Nc2ccc(Cl)c(Cl)c2)O1	-55	-12	5	-2.0
C[C@H](CO)N1C[C@H](C)[C@@H](CN(C)S(=O)(=O)c2ccccc2)Oc2ccc(NC(=O)Nc3ccc(C(F)(F)F)cc3)cc2C1=O	.	2	-26	-2.0
CO[C@H]1CN(C)C(=O)c2ccc(NC(C)=O)cc2OC[C@H](C)N(C(=O)c2ccc(F)cc2)C[C@@H]1C	.	-3	33	0.0
CC(C)CC#Cc1cnc2c(c1)C(=O)N([C@@H](C)CO)C[C@H](C)[C@H](CN(C)Cc1cncnc1)O2	25	-5	.	-2.4
Cc1ccc(S(=O)(=O)N(C)C[C@H]2Oc3ccc(NC(=O)CCN4CCOCC4)cc3CC(=O)N([C@@H](C)CO)C[C@@H]2C)cc1	33	-2	-46	3.9
O=C(Nc1ccccc1F)N[C@@H]1CC[C@H](CCNC(=O)C2CCCC2)O[C@H]1CO	.	-2	-16	0.1
Cc1noc(C)c1S(=O)(=O)N(C)C[C@H]1OCCCC[C@@H](C)Oc2ccc(NC(=O)CCCN(C)C)cc2C(=O)N([C@H](C)CO)C[C@@H]1C	-67	-5	25	0.7
CCCN(C)C[C@@H]1Oc2cc(/C=C/c3ccccc3)ccc2S(=O)(=O)N([C@H](C)CO)C[C@@H]1C	.	9	-33	-2.7
COc1ccc(NC(=O)Nc2ccc3c(c2)C(=O)N([C@H](C)CO)C[C@H](C)[C@H](CN(C)Cc2ccc(C(=O)Nc4ccccc4N)cc2)O3)cc1	.	2	-79	-0.1
Cc1noc(C)c1NC(=O)Nc1ccc2c(c1)C(=O)N([C@H](C)CO)C[C@@H](C)[C@H](CN(C)Cc1ccc(C(F)(F)F)cc1)OCCCC[C@@H](C)O2	12	5	-56	0.6
CC(C)NC(=O)N(C)C[C@H]1OCCCC[C@H](C)Oc2ccc(NC(=O)c3ccccc3)cc2C(=O)N([C@@H](C)CO)C[C@@H]1C	-19	-2	-24	1.5
COc1ccc2c3c([nH]c2c1)[C@H](CO)N(Cc1nccs1)CC31CCN(Cc2cncnc2)CC1	.	5	-61	-1.3
C[C@H](CO)N1C[C@H](C)[C@@H](CN(C)Cc2ccc(-c3ccccc3)cc2)Oc2c(NS(=O)(=O)c3cn(C)cn3)cccc2C1=O	17	-3	-23	2.4
COc1ccc(NC(=O)Nc2ccc3c(c2)C(=O)N([C@H](C)CO)C[C@H](C)[C@@H](CN(C)Cc2ccncc2)OCCCC[C@H](C)O3)cc1	74	2	-8	4.7
C[C@@H]1CN([C@@H](C)CO)C(=O)c2cc(NC(=O)Cc3ccccc3)ccc2O[C@@H](C)CCCCO[C@@H]1CN(C)S(=O)(=O)c1cccs1	25	2	-79	2.8
